MPTP block – blocks calcium-induced mitochondrial swelling; isolated mouse mitochondria, Ca2+ swelling absorbance, 30 min; inhibition, % at 10 µM; actives 1.4% (n = 360,000); AID 602449;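 active means inhibition of 50% or more, scaled per plate between neutral and stimulator controls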;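 further: 0% = DMSO wells given calcium and 100% = 1 mM EGTA wells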
TIM10 inh – TIM10 yeast growth inhibition. AID 463195. S. cerevisiae TIM10 strain growth, BacTiter-Glo luminescence, 24 h. inhibition, % at 10 µM. actives 1.4% (n = 330,000);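 active means inhibition of 40% or more at the single tested concentration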;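 further: wild-type TIM10 isogenic control strain grown at permissive 25 °C; 0% = DMSO yeast wells and 100% = minimal medium wells without yeast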
tim23-1 inh – growth inhibitors of tim23-1 mutant yeast; inhibition, % at 20 µM; actives 1.3% (n = 330,000); AID 463212; S. cerevisiae tim23-1 growth, BacTiter-Glo luminescence, 24 h;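 active means growth inhibition of the mutant yeast at or above 50%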;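 further: temperature-sensitive mutant grown at 25 °C; plate controls were DMSO-treated mutant yeast for no effect and medium wells lacking yeast for full effect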
GRIN3A LBD mod – modulators (binders) of human NR3A ligand-binding domain; actives 2.5% (n = 340,000); NR3A LBD differential scanning fluorimetry, Tm shift; 0% = protein alone, 100% = glycine-bound protein; Tm shift relative to glycine control, % at 25 µM; AID 1259313;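 active means melting temperature shift of at least 10% of the positive control shift, at one fixed dose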
MIN6 prolif – induces beta-cell replication in MIN6 cells; MIN6 cells proliferation, ATPlite luminescence, 48 h; cells starved in 0.2% serum; 100% = growth in 10% serum; actives 0.29% (n = 330,000); AID 2380; proliferation, % at 10 µM;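 active means compounds whose signal lies at least 3.5 SD above the mean of all wells on their plate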;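 further: 0% = DMSO-treated cells in low-serum medium and 100% = 10% serum control; some compounds called inactive have numbers as strong as hits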
tim10-1 inh – tim10-1 yeast growth inhibition. inhibition, % at 20 µM. AID 463190. actives 2.2% (n = 330,000). S. cerevisiae tim10-1 ts strain growth, BacTiter-Glo, 24 h;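 active means inhibition of at least 40%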;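 further: mutant grown at 25 °C; 0% = DMSO wells with yeast and 100% = wells holding no yeast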
APJ antag – APJ receptor antagonism. P35414. CHO-K1 APJ beta-arrestin complementation, luminescence. inhibition, % at 20 µM. actives 0.32% (n = 330,000);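 active means inhibition above about 40% at 20 µM, limit read from the data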;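 further: cells challenged with 10 nM apelin-13 agonist together with compound; plate controls were apelin-13 plus DMSO wells for no effect and DMSO wells lacking apelin-13 for full effect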
Target sequence (P35414 whole entry, looked up): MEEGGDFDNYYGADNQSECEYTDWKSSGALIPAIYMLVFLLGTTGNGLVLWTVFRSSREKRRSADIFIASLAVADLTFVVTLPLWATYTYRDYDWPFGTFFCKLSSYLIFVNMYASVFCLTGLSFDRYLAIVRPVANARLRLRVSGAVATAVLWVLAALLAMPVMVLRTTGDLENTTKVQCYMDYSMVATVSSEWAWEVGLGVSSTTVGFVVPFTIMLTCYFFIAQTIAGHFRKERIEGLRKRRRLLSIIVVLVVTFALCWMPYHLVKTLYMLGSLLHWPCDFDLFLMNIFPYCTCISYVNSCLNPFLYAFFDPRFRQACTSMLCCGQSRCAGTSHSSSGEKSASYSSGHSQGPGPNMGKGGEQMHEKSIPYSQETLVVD
NLRP3 yeast inh – blocks the NALP3 inflammasome reconstituted in yeast; actives 0.39% (n = 330,000); inhibition, % at 10 µM; Yeast reconstituted NLRP3/ASC/caspase-1, beta-gal luminescence, 24 h; AID 2825;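 active means inhibition of 50% or more; inactive means inhibition below 50%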;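 further: plate controls were induced DMSO wells for no effect and uninduced yeast grown without galactose for full effect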
APJ agonist – activates the human apelin receptor APJ | P35414 | CHO-K1 APJ PathHunter beta-arrestin, luminescence; 0% DMSO wells, 100% apelin | activation, % at 20 µM | actives 0.11% (n = 330,000);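 active means activation more than six SD over the plate average, tested at 20 µM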;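 further: 0% = DMSO alone and 100% = apelin-13 at 10 nM; some results filed as inactive read as strong as hits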
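Assay system: CHO-K1 cells stably expressing ProLink-tagged human APJ and arrestin–beta-gal acceptor. Compound dosing: 20 µM single point, 1% DMSO. Times: 16-18 h seeding, 90 min dark compound exposure, 60 min detection. Detection: beta-gal luminescence. Evaluation: APJ–arrestin association signal. Controls: negative DMSO alone, positive Apelin-13 at 10 nM.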
* marks the source's active call; other numbers are inactive results. An unsorted share of the library. Share with any hit: about 7.2%.

Values in the order: MPTP block	TIM10 inh	tim23-1 inh	GRIN3A LBD mod	MIN6 prolif	tim10-1 inh	APJ antag	NLRP3 yeast inh	APJ agonist
1: C=CCOc1ccc(CNc2nn[nH]n2)cc1
    1.5	9	9	-3	7	1	-1	11	-5
2: Cc1cccnc1NC(=O)c1ccc(S(=O)(=O)N2CC(C)OC(C)C2)cc1 (stereo not drawn)
    -1.8	10	-4	0	-1	7	-3	-7	-2
3: Cc1ccccc1N1CCN(C2CCCN(C(=O)CCN3CCCCC3=O)C2)CC1 (stereo not drawn)
    -0.6	11	17	0	-3	2	17	4	-4
4: COc1cccc(NC(=O)CN(C)CC(=O)NCc2ccco2)c1
    0.4	10	-2	0	-2	0	2	8	-5
5: CCCS(=O)(=O)c1nc(S(=O)(=O)c2ccc(C)cc2)c(N2CCC(O)CC2)s1
    0.7	2	5	0	6	-11	7	0	-3
6: Cn1c(=O)oc2cc(S(=O)(=O)NCCN3CCc4ccccc4C3)ccc21
    -1.7	2	6	-2	0	3	4	25	-4
7: CS(=O)(=O)Nc1ccc(C(=O)NC2CCCCC2)cc1
    -1.2	5	11	-2	-2	1	-2	7	-2
8: COc1ccc(C(=O)COC(=O)c2cc(S(=O)(=O)NCc3ccccc3)ccc2O)cc1
    2.4	22	23	-1	-2	26	-15	-6	-2
9: CC(C)(C)N(Cc1ccccc1)C(=O)CSc1nc2ccccc2c(=O)[nH]1
    -1.0	8	36	0	-1	12	1	7	-3
10: CCOc1ccc(C(C(=O)NCC2CCCO2)N(C(=O)c2snc(C(N)=O)c2N)c2cccc(F)c2)cc1 (stereo not drawn)
    1.6	-1	23	-2	0	33	-3	7	3
11: O=C(Cn1cnc2c(oc3ccccc32)c1=O)NCCc1ccccc1
    0.5	-10	-13	-1	-2	-24	0	4	2
12: CCn1c(C)nnc1SCC(=O)Nc1nccs1
    -1.1	6	7	1	0	-8	11	-13	-1
13: CC1CN(C(=O)CS(=O)(=O)Cc2ccc(Cl)cc2)CC(C)O1 (stereo not drawn)
    0.0	-6	-6	0	-1	-10	4	1	-5
14: COc1ccccc1-n1cc(C(=O)NCC(=O)N2CCN(c3ccccc3)CC2)c2ccccc2c1=O
    -1.3	-9	15	0	-4	16	1	-1	-2
15: CC1CC(C)(C)CC2(C1)NC(=S)N(c1ccccc1)N2 (stereo not drawn)
    1.2	11	22	-5	1	19	-22	-4	7
16: Cc1cccc(Nc2ncc3c(n2)CC(c2ccco2)CC3=O)c1 (stereo not drawn)
    0.3	14	22	1	2	25	10	27	-9
17: COc1ccc(NC(=O)COC(=O)CCc2ccc(S(=O)(=O)N3CCOCC3)cc2)cc1Cl
    0.1	2	12	-1	-2	5	9	14	1
18: CS(=O)(=O)c1ccc2nc(NC(=O)C3CC3)sc2c1
    -1.0	18	37	0	-2	37	-36	7	3
19: CCC(C)NC(=O)CS(=O)(=O)Cc1nc(-c2cccc(OC)c2)oc1C (stereo not drawn)
    0.4	-4	16	-1	0	12	10	2	-3
20: COc1ccc(CNC(=S)N/N=C(/C)c2ccccc2)cc1
    4.6	33	34	1	-4	35	3	39	-4
21: Clc1ccc(Nc2ncnc3c2cnn3-c2ccccc2)cc1
    8.8	-16	1	2	-6	-19	-60	17	1
22: CN(Cc1ccccc1)C(=O)C(C(=O)c1ccc(F)cc1)n1cc(Cl)ccc1=O (stereo not drawn)
    -0.3	17	38	-2	1	21	-17	-1	-1
23: Cn1c(=O)n(Cc2ccccc2)c(=O)c2c1nc1n2CCCN1C1CCCCC1
    2.4	41*	18	-2	-7	33	0	-4	2
24: O=C(O)C1Cc2ccccc2CN1C(=O)COc1ccc(Br)cc1 (stereo not drawn)
    0.0	-6	1	1	1	3	-28	-2	0
25: CCN(CC)S(=O)(=O)c1cc([N+](=O)[O-])ccc1N1CCC(C(N)=O)CC1
    1.6	1	14	0	1	7	2	8	0
26: Cc1cc([N+](=O)[O-])nn1CC(=O)NCc1ccc(Cl)cc1
    -0.6	-3	-29	2	-1	-3	-21	18	3
27: CC1=C(C(=O)OCc2ccccc2)C(c2ccsc2)NC(=O)N1C (stereo not drawn)
    9.1	7	16	2	-2	21	13	4	4
28: CCOC(=O)C1=C(C)N=c2s/c(=C\c3ccc(OCC(=O)O)cc3)c(=O)n2C1c1ccc(Cl)cc1 (stereo not drawn)
    -1.1	32	43	7	-4	29	13	28	-1
29: CCCC1(CCC)NC(=O)N(CC(=O)Nc2ccc3c(c2)OCCO3)C1=O
    -0.3	0	-12	2	2	-7	12	19	0
30: NC(CO)(CO)COCc1ccccc1
    2.5	-5	4	1	1	1	7	-5	0
31: O=C(CSc1ccc(-c2cccnc2)nn1)N1CCCCC1
    0.3	1	-12	0	0	-21	-21	10	-1
32: C=CCOc1ccccc1CN1CCC(C(=O)Nc2cccc(-c3ccn[nH]3)c2)CC1
    1.4	5	13	-4	-3	12	-17	-12	5
33: CC1CC(C)CN(C(=O)COC(=O)c2cc3ccccc3oc2=O)C1 (stereo not drawn)
    0.4	-5	14	4	-2	-5	4	-8	3
34: CCC(C)NC(=O)c1ccc(NS(=O)(=O)c2ccc3[nH]c(=O)[nH]c3c2)cc1 (stereo not drawn)
    0.0	7	5	-1	2	-5	-8	6	1
35: CCOC(=O)C1CCN(C(=S)Nc2cc(C)ccc2C)CC1
    0.2	-10	12	-3	-3	16	-15	3	2
36: C=CCNC(=O)c1cc2c(=O)n3ccccc3nc2s1
    0.4	10	-7	1	-2	14	16	-2	0
37: Cn1c(SCC(=O)NCc2cccs2)nnc1-c1ccc(S(=O)(=O)N2CCCC2)cc1
    -2.7	-9	0	1	2	2	16	6	-3
38: CCN(CC)CCNC(=O)CCCNC(=O)Cn1cnc2sc(C)c(C)c2c1=O
    -0.8	-10	8	1	-1	9	0	-9	-3
39: O=C(CCCNS(=O)(=O)c1cccc2nsnc12)NCCN1CCN(c2ccccc2F)CC1
    1.8	-9	2	-1	1	-8	-11	18	-1
40: CCC(C)C(NC(=O)OCc1ccccc1)C(=O)NCC(c1ccccc1)N(C)C (stereo not drawn)
    -1.4	4	28	0	1	-1	8	20	1
41: Cc1ccc(C2=CSC3=NCCN23)cc1
    0.9	13	-4	4	-1	-6	8	19	1
42: O=C(COC(=O)c1cccnc1)Nc1cccc(Cl)c1
    -0.7	-13	0	-1	-1	5	5	21	-7
43: O=C(NC(=S)NCc1ccccc1)c1ccccc1
    0.8	37	30	0	-6	32	-16	3	-2
44: COCCn1c(-c2ccc(-c3ccc([N+](=O)[O-])cc3Br)o2)nc2c1c(=O)[nH]c(=O)n2CC(C)C
    -0.9	-3	31	-5	0	26	-24	10	4
45: COC(=O)c1n[nH]n(-c2cc(Cl)cc(Cl)c2)c1=O
    2.3	3	-16	1	1	-8	3	2	-1

Part of the list above, limited to APJ antag and NLRP3 yeast inh.
| No. | molecule | APJ antag | NLRP3 yeast inh |
| --- | --- | --- | --- |
| 29 | CCCC1(CCC)NC(=O)N(CC(=O)Nc2ccc3c(c2)OCCO3)C1=O | 12 | 19 |
| 30 | NC(CO)(CO)COCc1ccccc1 | 7 | -5 |
| 31 | O=C(CSc1ccc(-c2cccnc2)nn1)N1CCCCC1 | -21 | 10 |

Next section:
Values in the order: MPTP block	TIM10 inh	tim23-1 inh	GRIN3A LBD mod	MIN6 prolif	tim10-1 inh	APJ antag	NLRP3 yeast inh	APJ agonist
46: COC(=O)c1ccc(-c2nc3ccccc3[nH]2)cc1
    2.7	-9	11	-2	-2	-82	1	63*	3
47: O=[N+]([O-])c1cccc(CSc2ncnc3ccccc23)c1
    0.2	-18	7	0	-4	-27	20	41	-3
48: Nc1ccccc1S(=O)(=O)NCCCCc1ccccc1
    4.8	21	41	0	-5	31	-23	6	0
49: CCOc1ccccc1N(CC(=O)Nc1ccccc1C(=O)O)S(C)(=O)=O
    2.5	9	16	-3	-4	6	23	7	-1
50: CCOc1c(C)cnc2c1c(=O)n(Cc1ccccc1F)c(=O)n2C
    -0.3	-12	26	0	-1	14	-9	-3	0
51: N#C/C(=C\Nc1ccccc1SC(F)(F)F)c1nc(-c2ccccc2)cs1
    1.2	3	2	-2	0	4	-11	13	-3
52: O=C(CSc1nnc(CCCO)n1-c1ccccc1)NCCc1ccccc1
    -0.3	11	14	0	0	14	11	11	-2
53: CC(NS(=O)(=O)c1ccccc1)C(c1cccs1)N1CCOCC1 (stereo not drawn)
    0.3	-4	13	0	0	8	-4	-9	-1
54: COc1ccc(COC(=O)c2cc([N+](=O)[O-])ccc2N2CCOCC2)cc1F
    0.7	-15	14	-4	-7	15	5	22	-2
55: CC(=O)OC(C)(C)/C=C/C(=O)[C@](C)(O)C1[C@H](O)C[C@@]2(C)C3CC=C4C(C=C(O[C@@H]5O[C@H](CO)[C@@H](O)[C@H](O)[C@H]5O)C(=O)C4(C)C)[C@]3(C)C(=O)C[C@]12C (stereo partly drawn)
    1.7	2	1	16*	-5	5	-7	-1	0
56: Cc1ccc2c(Cl)c(C(=O)NCC3CCCO3)sc2c1 (stereo not drawn)
    -1.2	8	23	-2	-3	17	9	29	-1
57: OCCNCc1c(OCc2ccc(Cl)cc2)ccc2ccccc12
    42	-2	-4	1	-5	4	22	23	0
58: COc1ccc(C(c2c(NC(=O)c3ccccc3)sc(C)c2C)N2CCN(CCO)CC2)cc1 (stereo not drawn)
    0.5	14	28	-1	0	20	4	8	1
59: Cc1cc(SCC#N)n2nc(C)c(-c3ccc(Cl)cc3)c2n1
    0.1	5	-5	-7	2	22	23	14	-6
60: CNS(=O)(=O)c1cccc(C(=O)OCc2cc(Cl)cc3c2OCOC3)c1
    3.1	23	-3	-13	1	24	2	9	-3
